# Assay outcomes as filed in PubChem.
# MC4R antag cAMP = blocks human MC4R cAMP signaling. actives 0.48% (n = 360,000). MC4R-expressing cells, MTII-stimulated cAMP, LANCE TR-FRET. inhibition, % at 6.5 µM. P32245;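 active means inhibition above its plate's cutoff, the mean of tested wells on that plate plus 3 SD, cut at about 29% in these data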;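 further: 0% = Melanotan II alone and 100% = Melanotan II plus saturating MCL0020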
#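 system = U2OS cells with stable human MC4R expression | also added = Melanotan II challenge after compound preincubation | dosing = one concentration, 6.5 µM nominal | incubation = compound 30 min, challenge 1 h, detection 1 h | measured by = TR-FRET with Eu-cAMP and labeled anti-cAMP, 671 nm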
# Vif inh = inhibitors of HIV Vif | HEK293T cells, Vif self-association by quenched fluorescence, imaging, 24 h | inhibition, % at 7.49 µM | actives 0.35% (n = 340,000); in the data active means inhibition above about 50%, passing the limit was not always enough; further: some results filed as inactive read as strong as hits
# aDG glyco act = alpha-DG glycosylation activation | actives 0.22% (n = 360,000) | AID 624168 | activation, % at 10 µM | Pro5-aDG cells, alpha-DG glycosylation AlphaScreen (IIH6); 0% Pro5, 100% B10-LARGE cell signal;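 active means activation of at least 8% versus controls, or a plate z-score of at least 8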;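 further: Pro5 are CHO cells carrying HIG-tagged alpha-DG that lacks glycosylation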
# Glyco luc inh = blocks N-linked glycosylation in D54 reporter cells. AID 588692. D54 ERlucT glycosylation luciferase reporter, 24 h; percent of 100 nM tunicamycin response. actives 0.23% (n = 360,000). reporter increase, % at 12.5 µM;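 active means mean luciferase reporter signal, scaled so untreated is 0 and the glycosylation-blocking control 100, at or above a set limit in every replicate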;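 further: luciferase carries N-glycosylation sites so blocking glycosylation raises the light; 0% = median of neutral control wells and 100% = median of 100 nM tunicamycin wells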
# MC4R barr agon = human MC4R agonism via beta-arrestin; U2OS MC4R beta-arrestin complementation, luminescence; percent of melanotan II response, DMSO zero; activation, % at 8.9 µM; actives 0.98% (n = 360,000); AID 540308;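 active means activation above a per-plate cutoff, the mean activation of sample wells on that plate plus 3 SD, cut at about 8% in these data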
# ABCB6 inh 2 = inhibitors of human ABC transporter ABCB6 | actives 0.19% (n = 360,000) | Q9NP58 | AID 602162 | K562-ABCB6 porphyrin accumulation, flow cytometry, 1 h; hits give low values | fluorescence ratio to DMSO, % at 10 µM;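 active means fluorescence ratio to DMSO below 75%, the collection mean minus 3 SD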;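 further: signal is porphyrin accumulated inside mitochondria; 100% equals median channel fluorescence of DMSO control wells; lower ratio means ABCB6 inhibition with less porphyrin fluorescence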
# CaV13 FRET inh = Primary screen for inhibitors of IQ motif and Ca2+-dependent inactivation inhibitor domain binding in CACNA1D, Förster resonance energy transfer in living cells, …. HEK cells, CFP/YFP FRET ICDI-IQ, plate reader, 10 min; percent FRET-ratio fall versus neutral wells. inhibition, % at 12.3 µM. actives 0.098% (n = 340,000);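 active means mean replicate inhibition of at least 30% and at least 1% of replicates passing that level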;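 further: 0% = median of the neutral control wells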
# H9c2 protect = protects H9c2 cardiomyocytes from peroxide injury | H2O2 injury protection, ATPLite, 2 h | protection from H2O2 cell death, % at 20 µM | actives 0.63% (n = 360,000);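 active means compounds giving at least 50% protection of heart cells from peroxide-induced death in the single-dose screen, raw or plate-pattern-corrected value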;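 further: 0% = DMSO wells with peroxide and 100% = DMSO wells without peroxide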
# m5-HT2A agonist = agonists of mouse serotonin 5-HT2A receptor (HTR2A) | P35363 | CHO-K1 mHTR2A beta-arrestin complementation, luminescence; percent of 30 µM serotonin response | activation, % at 7.6 µM | actives 0.66% (n = 360,000) | AID 624169;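 active means activation above a run cutoff, the mean activation of all tested compounds plus 3 SD, cut at about 14% in these data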;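 further: 0% = plate median of compound wells and 100% = 30 µM serotonin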
# Target sequence (P35363 whole entry, looked up): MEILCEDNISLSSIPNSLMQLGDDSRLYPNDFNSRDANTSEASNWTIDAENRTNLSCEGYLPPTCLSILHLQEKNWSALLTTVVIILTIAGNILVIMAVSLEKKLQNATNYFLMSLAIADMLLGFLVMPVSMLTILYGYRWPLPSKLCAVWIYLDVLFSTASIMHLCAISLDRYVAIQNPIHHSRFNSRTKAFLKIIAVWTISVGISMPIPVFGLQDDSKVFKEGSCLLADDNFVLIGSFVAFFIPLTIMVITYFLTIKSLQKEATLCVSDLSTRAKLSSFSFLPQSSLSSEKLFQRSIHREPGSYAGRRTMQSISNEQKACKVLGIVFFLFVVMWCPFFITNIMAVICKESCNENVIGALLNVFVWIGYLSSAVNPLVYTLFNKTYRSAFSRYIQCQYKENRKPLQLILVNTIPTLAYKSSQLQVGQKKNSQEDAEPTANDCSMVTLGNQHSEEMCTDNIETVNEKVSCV
# PDI turbidity = inhibitors of human protein disulfide isomerase | P07237 | PDI insulin aggregation turbidity, A650, 90 min | inhibition, % at 10 µM | actives 0.052% (n = 350,000);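 active means mean inhibition across replicates of 30% or more, whatever share of single replicates reach that level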;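 further: absorbance from insulin aggregation driven by PDI reduction with DTT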
# Target sequence (P07237 whole entry, looked up): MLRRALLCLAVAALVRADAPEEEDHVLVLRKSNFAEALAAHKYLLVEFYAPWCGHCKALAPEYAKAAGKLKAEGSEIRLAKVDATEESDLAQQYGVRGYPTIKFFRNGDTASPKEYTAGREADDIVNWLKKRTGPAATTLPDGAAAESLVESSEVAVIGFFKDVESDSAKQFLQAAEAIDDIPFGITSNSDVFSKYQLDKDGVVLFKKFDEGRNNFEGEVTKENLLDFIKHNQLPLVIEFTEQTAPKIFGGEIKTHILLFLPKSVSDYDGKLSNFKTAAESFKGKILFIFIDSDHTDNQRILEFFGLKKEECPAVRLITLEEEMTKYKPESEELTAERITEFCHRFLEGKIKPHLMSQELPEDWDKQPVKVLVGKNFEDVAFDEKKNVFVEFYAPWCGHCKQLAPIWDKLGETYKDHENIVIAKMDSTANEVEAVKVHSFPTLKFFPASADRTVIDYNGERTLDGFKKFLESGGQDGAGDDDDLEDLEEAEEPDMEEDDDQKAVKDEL
# The depositor's hits bear a star; / = no result given.
SMILES,MC4R antag cAMP,Vif inh,aDG glyco act,Glyco luc inh,MC4R barr agon,ABCB6 inh 2,CaV13 FRET inh,H9c2 protect,m5-HT2A agonist,PDI turbidity
Cc1ccc2c(c1)N(S(=O)(=O)c1ccc(F)cc1)C(C(C)(C)C)CO2 (stereo not drawn),9,-4,0.1,-3,1.4,96,-4,-16,-6,3
CC1Cc2nc(SCC(=O)Nc3ccc4c(c3)OCO4)n(Cc3ccccc3)c(=O)c2S1 (stereo not drawn),7,-1,0.2,0,2.9,99,-8,1,-7,5
CCOC(=O)CNC(=O)CSc1nnc(Cn2c(=O)sc3ccccc32)n1C,-1,7,0.0,1,-0.6,98,-2,25,-2,/
CCCn1cnc2cc(NCc3cccc(OC)c3O)ccc21,14,12,0.2,2,-2.1,96,-3,-1,-3,2
CCN1CCN(C2=C(NS(=O)(=O)c3ccccc3)C(=O)c3ccccc3C2=O)CC1,-1,-2,1.8,3,0.2,102,-16,-9,6,-7
O=C(O)Cc1sc(-c2ccc(C(=O)O)cc2)nc1-c1ccccc1,-7,-3,0.3,0,-2.7,107,-1,0,0,15
CCOc1cc(/C=C2\C(=O)ON=C2c2ccccc2)ccc1OC,13,2,0.3,10,-1.1,99,-17,-3,-1,2
O=C1CSC(c2ccccn2)N1c1ccccc1 (stereo not drawn),9,-2,-0.3,2,0.1,97,-7,11,3,1
CCc1nnc(NC(=O)CSc2nnc(CNc3ccc(F)cc3)n2C2CCCCC2)s1,3,-7,0.0,0,-0.8,102,-8,8,-3,-3
CC(C)(C)OC(=O)N1CCN(C(=O)[C@H](Cc2ccc(O)cc2)n2cc(CCO)nn2)CC1,5,1,-0.1,0,-1.0,101,-10,2,-1,0
CCOC(=O)C1=C(C)OC(N)=C(C#N)C1c1ccsc1 (stereo not drawn),12,-2,-0.2,1,-0.8,105,-4,3,-3,3
CN1C(=O)NC(c2ccccc2)C2=C1CN(c1cccc(C(F)(F)F)c1)C2=O (stereo not drawn),6,-2,0.0,6,1.8,95,-4,4,1,31*
N/C(=N/O)c1nc(N2CCCCC2)nc(N2CCCCC2)n1,-2,-3,-0.5,-4,0.8,89,-1,-5,5,6
Cc1ccc(C(=O)OCC(=O)Nc2sccc2C(N)=O)cc1NC(=O)c1ccco1,11,-7,-0.3,-6,-2.2,88,-2,94*,0,-4
CCCn1c(SCC(=O)NC2CCCC2)nnc1-c1ccccn1,6,4,0.0,0,-0.6,99,-2,-1,0,-8
COCCNC(=O)c1ccc2c(=O)n(CCOC)c(=O)[nH]c2c1,-1,-3,-0.2,3,-1.6,97,-4,16,0,9
CC(Cl)C(=O)Nc1ncc(C(F)(F)F)cc1Cl (stereo not drawn),2,0,0.0,2,-2.2,102,-5,0,3,13
O=C(NNS(=O)(=O)c1ccccc1)c1ccc(O)cc1,3,1,0.1,1,-1.7,101,-5,3,-1,-1
C/C(CC(=O)Nc1cc(Cl)ccc1Cl)=N\NC(=O)COc1cccc(C)c1,6,-14,-0.1,0,-2.2,91,-5,2,-3,2
COc1ccc(NC(=O)C2Cc3ccccc3C(=O)O2)cc1 (stereo not drawn),4,0,-0.3,-1,-0.7,100,-7,11,11,-9

# Three compounds from above, arranged by the number in MC4R antag cAMP, rising.
SMILES	MC4R antag cAMP
O=C(NNS(=O)(=O)c1ccccc1)c1ccc(O)cc1	3
COc1ccc(NC(=O)C2Cc3ccccc3C(=O)O2)cc1 (stereo not drawn)	4
Cc1ccc2c(c1)N(S(=O)(=O)c1ccc(F)cc1)C(C(C)(C)C)CO2 (stereo not drawn)	9

# Later entries:
SMILES,MC4R antag cAMP,Vif inh,aDG glyco act,Glyco luc inh,MC4R barr agon,ABCB6 inh 2,CaV13 FRET inh,H9c2 protect,m5-HT2A agonist,PDI turbidity
COc1ccc(OCCN(C)CC(=O)Nc2ccccc2SC)cc1,5,8,0.0,0,1.6,100,-3,-4,1,-4
CC(=O)N1c2ccccc2C2(C)C(C1(C)C)C2(Cl)Cl (stereo not drawn),0,2,0.1,-1,-3.0,90,-4,5,-3,-4
COc1ccc(CC(=O)Nc2c(C(N)=O)oc3ccccc23)cc1OC,11,-2,0.0,1,-2.2,94,-4,3,-6,9
CCOc1ccc(/C=N/NC(=O)Nc2ccccc2)cc1,5,-6,0.1,-7,1.1,97,-2,-10,-4,0
O=C(NCc1ccccn1)[C@@H]1CCCN1C(=O)[C@@H]1CCCN1C(=O)c1cccs1,/,/,0.1,/,/,98,-5,/,0,/
Cc1cc(C)nc(N2CCCC(C(=O)Nc3nc4ccc(S(C)(=O)=O)cc4s3)C2)n1 (stereo not drawn),15,-5,0.0,-4,1.9,96,-6,22,-4,-6
OCC[C@H]1C[C@H](O)[C@@H](O)[C@]2(CCCCO2)O1,8,-3,-0.1,7,1.1,103,-4,4,10,-3
CCOC(=O)CN1C=C(c2ccc3ccccc3n2)C(C[N+](=O)[O-])c2ccccc21 (stereo not drawn),1,-9,0.3,1,-1.2,339,/,-29,10,21
CC[C@@H]1Cc2cc(O)ccc2C2=C1c1ccc(O)cc1C[C@H]2CC,10,85*,-0.4,-1,2.2,101,-5,-24,-6,-9
CCN(C(=O)COC(=O)C(C)(C)Oc1ccc(Cl)cc1)c1c(N)n(Cc2ccccc2)c(=O)[nH]c1=O,0,4,0.0,0,-1.5,98,-6,-2,-1,0
Cc1ccc2nc(C)c(C(=O)N/N=C/c3ccco3)cc2c1,4,-8,-0.1,4,-1.8,97,-4,-7,-3,3
O=C(Cn1c(=O)sc2ccccc21)Nc1ccc(S(=O)(=O)N2CCCCC2)cc1,-2,2,0.1,-3,-1.3,95,-4,-5,-6,-1
O=C(CC[C@H]1O[C@@H](n2cnc3c(NC(=O)c4ccccc4)ncnc32)[C@H](O)[C@@H]1O)NCC(F)(F)F,/,-5,0.3,4,/,101,-7,8,1,/
O=C(NC(=S)NCCc1ccccn1)c1ccccc1,5,-1,-0.4,0,-0.1,94,0,-1,-3,5
CCCCNC(=O)Nc1ccccc1C(=O)NCCC,10,-2,0.1,3,-0.1,99,-5,1,0,-11
S=c1nc2[nH]c3ccccc3c2n[nH]1,-6,-2,-0.1,2,-2.4,97,-5,6,-3,-13
C[C@H](CO)N1C[C@H](C)[C@@H](CN(C)C(=O)NC2CCCCC2)Oc2ccc(NC(=O)CCC(F)(F)F)cc2C1=O,2,-2,-0.1,2,-1.5,96,-5,-2,1,10
Cc1cccc(N2CCN(C(=O)N3CCOCC3)CC2)c1C,-10,-1,-0.2,15,-0.2,97,8,-4,-1,6
O=C(CSCc1ccccc1)N/N=C/c1ccc(OCC(=O)N2CCCCC2)cc1,-4,-2,0.1,-4,-3.4,95,-5,-2,3,8
Cc1ccccc1OC(C)C(=O)N1CCN(c2ccccn2)CC1 (stereo not drawn),1,-8,0.0,0,-2.4,100,/,3,-1,-3
O=C(CSCc1nc2ccccc2[nH]1)Nc1ccccc1,1,5,-0.2,1,0.2,106,-8,3,7,1
CCc1cccc2c(C(=O)COC(=O)c3cnc(C)cn3)c[nH]c12,-6,12,-0.1,1,-1.6,100,-2,2,7,-2
Cc1cc(SCC(=O)N/N=C/c2ccc(O)cc2O)nc2ccccc12,0,-14,0.4,-8,0.1,99,-25,46,2,-1
C[C@@H]1Cc2c(O)c(O)cc(O)c2C(=O)O1,5,-5,-0.2,-1,-2.3,96,/,2,2,/
Cc1cc(C)n(CCN(C)Cc2cn[nH]c2-c2ccc(F)cc2F)n1,-1,/,0.1,1,-1.1,102,-1,5,-3,16
CCOc1ccc(C(=O)CCC(=O)NC(C)C(=O)OC)cc1 (stereo not drawn),1,9,-0.2,1,2.9,101,-4,-6,11,-2
CC(=O)N1CCC(=NNc2ccc(S(N)(=O)=O)cc2[N+](=O)[O-])CC1,-9,5,0.2,1,-1.0,93,-3,9,0,3
COc1ccc(S(=O)(=O)N(CC(=O)N2CCN(C)CC2)C2CCCCC2)cc1OC,1,6,0.0,-1,0.2,102,-6,11,0,2
O=C(Nc1ccc(Cl)cc1Cl)C1=Cc2ccccc2OC1,18,4,0.5,-7,3.6,100,-4,-21,-4,-4
CCn1c(SCC(=O)NC)nnc1C(C)C,1,15,-0.2,0,-2.3,92,4,-2,-4,17
COc1ccc(NC(=O)C2(C)CCN2Cc2ccc(OC)c3ccccc23)cc1OC (stereo not drawn),2,18,-0.2,-4,0.7,99,-18,-3,0,-14
CC(=C/C(=O)O)/C(=C\c1ccc(Br)o1)C(=O)O,-3,4,-0.1,0,-0.8,97,-2,-1,8,-9
Cc1ccc2cccc(NC(=S)NC(=O)c3ccccc3)c2n1,20,-6,0.3,3,6.2,97,-4,0,5,1
COc1ccc2nc(NC(=O)Nc3ccccc3OC)sc2c1,-2,2,-0.1,3,4.8,97,-3,18,-7,4
CCc1ccccc1NC(=O)CN(c1cccc(OC)c1)S(C)(=O)=O,8,-3,0.0,-3,1.0,92,-4,-4,-3,-2
CC(C)OC(=O)/C(C#N)=C/c1ccc(-c2ccc(SC(F)F)cc2)o1,15,-2,0.1,3,1.9,99,-10,-9,0,-5
Cc1cccc(NC(=O)c2ccccc2C(=O)Nc2cccc(C)c2)c1,-2,-2,0.1,0,-1.1,95,-2,-4,-5,-1
COc1ccc(Cn2cc(CN(C)C3CN(Cc4cn(Cc5ccc(OC)cc5)nn4)S(=O)(=O)C3)nn2)cc1 (stereo not drawn),/,/,-0.2,/,/,97,-7,/,-2,/
CCN(CC)Cc1cc(Oc2ccc(O)c(CN(CC)CC)c2)ccc1O,/,/,-0.1,-4,/,94,/,8,-3,/
COc1cccc(NC(=O)c2ccc(NC(=O)C(C)(C)C)cc2)c1,1,-9,0.6,-1,-0.7,101,-19,-3,-2,-6
COc1ccc(C(=O)NC23CC4CC(CC(C4)C2)C3)cc1OC,11,6,0.1,2,-2.5,86,-20,1,1,-3
CCOc1ccc(NC(=O)CSc2nc(C)c3c(c2C#N)CCCC3)cc1,6,-4,-0.1,-3,-0.6,91,-6,-5,2,-11
COc1ccc(S(=O)(=O)N2CCC(C(=O)NCCC(=O)NCc3ccccn3)CC2)cc1,2,/,-0.1,2,-0.9,94,-14,-1,0,-19
Cn1cccc1C(=O)OCc1ccc(F)cc1,5,-18,-0.1,0,-1.1,94,-5,-3,-1,3
COc1ccc(/C=C(/NC(=O)c2ccco2)C(=O)N2CCc3ccccc32)cc1OC,7,-4,-0.1,0,-2.2,96,-5,-3,-5,7
O=C(NCCN1CCN(c2cccc(Cl)c2)CC1)Nc1ccccc1,14,7,0.1,0,0.7,101,-2,2,-9,1
O=C(COC(=O)c1ccc(F)cc1)Nc1ccc(Cl)cn1,9,1,-0.1,3,-0.7,95,-15,3,5,-4
COC(=O)CCC(=O)c1oc2ccccc2c1N,-3,-4,-0.2,1,-0.9,101,-6,-3,-2,5
O=c1cc[nH]c2ccc(OC(F)(F)F)cc12,2,-10,-0.1,3,-2.3,90,-3,0,-2,6
Cc1ccc2nc(C3CCCCC3)c(Cc3ccsc3)n2c1,/,/,-0.3,/,/,134,-5,/,-5,/
